From PubChem
Thrombin inh – inhibitors of human thrombin. P00734. alpha-thrombin, Boc-VPR-AMC fluorogenic substrate cleavage. inhibition, % at 5 µM. hit rate 0.26% among 220,000;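 active = inhibition at or above 40%; inactive = inhibition below 40%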;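 note: 0% = enzyme with no compound and 100% = wells without enzyme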
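Assay system: human alpha-thrombin enzyme. Reagent: Boc-VPR-AMC substrate, 15 µM final. Compound dosing: one concentration per compound, 5 µM, with 0.2% DMSO. Incubation: room-temperature reaction. Technique: AMC fluorescence, 355/460 nm. Measure: % inhibition relative to enzyme controls and enzyme-free blanks.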
hK5 inh – inhibitors of human kallikrein 5. inhibition, % at 5 µM. Q9Y337. AID 873. hit rate 0.59% among 210,000. recombinant hK5, fluorogenic AMC substrate cleavage;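 active = inhibition of 40% or more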;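 note: 0% = enzyme controls without compound and 100% = no-enzyme blanks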
eIF4E-4G inh – inhibitors of eIF4E and eIF4G interaction in translation initiation | P63073+Q04637 | inhibition, % at 21.7 µM | TR-FRET eIF4E-eIF4GI(517-606) binding, 2 h | hit rate 0.37% among 220,000;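 note: 0% = full FRET control wells and 100% = background wells lacking eIF4GI fragment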
Rad51 HR inh – Rad51 (human) homologous recombination inhibition; Q06609; hRad51 DNA strand exchange, fluorescence dequenching; inhibition, % at 10 µM; hit rate 0.085% among 200,000;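 active = inhibition above 40% at the single screening dose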;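 note: 0% = DMSO control wells and 100% = blanks with heterologous ssDNA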
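Material: Human Rad51 nucleoprotein filaments preassembled on unlabelled ssDNA | Also added: Labelled 47-mer dsDNA for strand exchange | Dosing: Single dose, 10 µM final compound | Schedule: 30-min compound preincubation and 15-min exchange, both room temperature | Technique: Fluorescence dequenching at 485/520 nm | Measure: Percent inhibition relative to plate controls and blanks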
Cl transport mod – KCC2 (human) Cl- transport modulation; Q9H2X9; KCC2 cells, thallium flux FluoZin-2 fluorescence; B-score of Tl+ flux slope (higher = more flux/activation; lower = inhibition) at 10 µM; hit rate 2.2% among 190,000;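 active = thallium flux slope and its plate-corrected score both differing from the plate sample mean at a set confidence after two filtering rounds, in either direction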;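 note: slope of fluorescence scaled to starting intensity during 10 to 20 s after thallium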
14-3-3 Bad PPI – disrupts binding of bovine 14-3-3 zeta to phospho-Bad peptide; P63103; TR-FRET 14-3-3zeta/Dy647-pBad peptide displacement, 1 h; inhibition, % at 21.7 µM; hit rate 0.71% among 220,000; AID 781;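 active = inhibition above about 70%, limit read from the data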;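 note: 0% = full 14-3-3 plus peptide FRET controls and 100% = background without 14-3-3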
Target sequence (P63103 whole entry, looked up): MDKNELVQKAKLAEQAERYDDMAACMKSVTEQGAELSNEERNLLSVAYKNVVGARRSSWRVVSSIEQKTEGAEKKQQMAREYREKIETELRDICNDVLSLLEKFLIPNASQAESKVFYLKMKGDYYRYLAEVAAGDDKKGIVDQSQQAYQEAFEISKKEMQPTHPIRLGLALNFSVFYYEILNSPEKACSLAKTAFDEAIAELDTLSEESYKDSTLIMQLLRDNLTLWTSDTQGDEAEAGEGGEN
Furin inhibitor – human furin inhibition; P09958; purified furin, fluorogenic substrate cleavage; inhibition, % at 30 µM; hit rate 0.061% among 220,000; AID 463115; in the data active = inhibition above about 25%; note: inactives centre near -15
EBV gp42 inh – inhibitors of Epstein-Barr virus glycoprotein 42; Fluorescence polarization binding assay, mP read-out; inhibition, % (tested at 21.74 µM); hit rate 0.42% among 220,000; in the data active = inhibition above about 50%
Target sequence (Q1HVG2 whole entry, looked up): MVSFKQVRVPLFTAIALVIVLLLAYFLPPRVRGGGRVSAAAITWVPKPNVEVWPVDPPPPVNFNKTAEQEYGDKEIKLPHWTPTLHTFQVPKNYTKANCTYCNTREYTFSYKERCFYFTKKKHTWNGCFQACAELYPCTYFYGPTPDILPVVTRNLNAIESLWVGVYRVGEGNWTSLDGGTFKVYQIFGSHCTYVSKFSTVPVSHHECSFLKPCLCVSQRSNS
p47phox inh – p47phox (human) inhibition; p47phox/p22phox peptide binding, fluorescence polarization, 2 h; inhibition, % at 24.7 µM; hit rate 0.53% among 220,000;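 note: 0% = p47phox with labelled peptide and 100% = labelled peptide alone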
Target sequence (P14598 whole entry, looked up): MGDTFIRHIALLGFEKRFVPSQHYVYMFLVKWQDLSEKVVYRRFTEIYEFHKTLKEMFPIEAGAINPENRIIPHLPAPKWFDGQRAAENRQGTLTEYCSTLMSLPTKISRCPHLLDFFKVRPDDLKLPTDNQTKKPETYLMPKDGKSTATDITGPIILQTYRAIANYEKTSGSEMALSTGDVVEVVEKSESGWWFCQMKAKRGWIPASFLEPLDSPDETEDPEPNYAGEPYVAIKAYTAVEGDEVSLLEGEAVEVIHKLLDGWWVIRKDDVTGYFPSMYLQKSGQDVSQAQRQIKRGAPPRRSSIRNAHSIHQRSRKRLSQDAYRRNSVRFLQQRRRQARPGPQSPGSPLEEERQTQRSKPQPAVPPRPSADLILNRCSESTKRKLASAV
* marks the source's active call; other numbers are inactive results; x = no result given; [ ] = dose if it differs, or a comment.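 Rule for the calls, unless noted: active = inhibition above about 30% (limit read from the data); inactive = the rest.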 Compounds as they come, and some 4.7% of all compounds hit somewhere here.

SMILES	Thrombin inh	hK5 inh	eIF4E-4G inh	Rad51 HR inh	Cl transport mod	14-3-3 Bad PPI	Furin inhibitor	EBV gp42 inh	p47phox inh
COc1cc(C(=S)N2CCOCC2)cc(OC)c1OS(=O)(=O)c1ccc(NC(C)=O)cc1	0	-3	-6	-3	0.27	-12	-31	-23	-8
Cc1cc([N+](=O)[O-])cc(C)c1OCC(=O)N/N=C/c1ccc(OC(=O)c2ccccc2Br)cc1	3	-14	-6[fluorescence artefact?]	-5	-1.5	-12[fluorescence artefact?]	-6	-22	-8
COc1ccc(N2C(=O)C(CC(=O)Nc3ccccc3)N(Cc3cccs3)C2=O)cc1 (centres undefined)	-2	0	-1	6	0.94	-1	-25	-4	-2
CN(C)c1nc(OCCNC(=O)Nc2ccccc2)nc(N(C)C)n1	-8	-23	-8	-6	-0.0018	0	-19	-9	5
Cc1cc(C)cc(NC(=O)Nc2ccc(Cl)cn2)c1	0	x	-2	-4	1.3	3	-31	-3	-5
CCOC(=O)c1sc(-n2[nH]c(C)cc2=O)nc1C	1	-126	0	6	x	-17	-13	-7	-3
CSc1ncccc1C(=O)OCC(=O)NC1CCS(=O)(=O)C1 (centres undefined)	6	-15	4	-2	0.033	0	10[20 µM]	-18	-16
CN(C)c1nc(/C=C(\C#N)C(N)=O)c(Cl)n1-c1ccc(F)cc1	4	7	-4	10	-0.004	-10	-18	-2	-4
CN(CCOc1ccccc1)CC(=O)Nc1cc([N+](=O)[O-])ccc1Cl	21	33	-3	-6	-1.8	3	-20	-2	-1
O=C(O)CNS(=O)(=O)c1ccc(Br)s1	-2	-10	-3	-11	0.94	0	-7	-12	-7
Cc1ccc(/C=C/C2=Cc3c(sc(NC(=O)CSc4n[nH]c(N)n4)c3C#N)C(C)(C)C2)o1	0	-46	0[fluorescence artefact?]	-46	0.55	2[fluorescence artefact?]	-6	77*	-32
Cc1nnc(SCC(=O)Nc2ccc(S(=O)(=O)N3CCCC3)cc2)n1N	-3	-5	-4	-4	0.00033	-8	-34	-4	-10
COc1ccc(N(CC(=O)Nc2cccc(C(=O)O)c2)S(=O)(=O)c2c(C)noc2C)cc1	-12	-23	2	-4	x	7	-19	-9	-9
O=C(CNC(=O)c1ccccc1)NCC(=O)OCC(=O)c1ccc([N+](=O)[O-])cc1	-2	-7	-26	7	1.1	16	-6	-3	-6
O=C(Cn1c(=O)[nH]c2ccsc2c1=O)N1CCN(c2ccc(F)cc2)CC1	-5	-13	1[fluorescence artefact?]	1	-2.7	-20	-11[20 µM]	-9	-6
O=C(NCc1cccs1)c1cccc(Nc2nc3ccc(Br)cc3[nH]2)c1	11	30	0	6	0.11	-1	-12[20 µM]	7	-11
CC1CCCC(NC(=O)CSc2ncccc2C(=O)O)C1C (centres undefined)	-5	2	-2	-5	-0.32	4	-6[20 µM]	-6	-2
Cc1sc2nc(CN3CCCC3)nc(N3CCC(C(N)=O)CC3)c2c1C	3	-2	-1	-11	-0.031	-2	-10[20 µM]	-14	-1
COc1cc(/C=C(\CC(=O)O)c2nc3ccccc3s2)cc(OC)c1O	-7	0	0	-5	0.013	-4	-7	-13	-9
O=C(Nc1cccc(-c2nc3cc(Cl)ccc3o2)c1)C1CCCO1 (centres undefined)	-2	-4	0	4	0.37	10[fluorescence artefact?]	-17[20 µM]	10	-17
COC(=O)/C=C1/N/C(=N\c2nc(C)cc(C)n2)N(c2ccccc2)C1=O	-4	-17	-2	-4	-0.45	-20	-6	-9	-28
COC(=O)CN(c1cccc(C(C)=O)c1)S(C)(=O)=O	-3	3	1	0	x	4	-28	-7	-14
CCCNC(=S)NC1CC2CCC(C1)N2Cc1ccccc1 (centres undefined)	1	7	-3	-4	-0.71	-2	-13[20 µM]	-4	-15
O=C(Nc1ccccc1C(=O)NCc1ccccc1)c1ccco1	-10	-7	-9	2	-1.3	-2	-9[20 µM]	-6	-7
CC(C)(C)Cc1nc(-c2ccccn2)no1	-5	-13	6[fluorescence artefact?]	x	-0.2	-8	-17[20 µM]	-5	-18
CC1(c2nnc(-c3ccncc3)o2)CC(c2ccc([N+](=O)[O-])cc2)=NO1 (centres undefined)	2	3	4	1	0.02	13	-19	-14	0
Cc1ccc(S(=O)(=O)Nc2ccc(N(C)S(=O)(=O)c3ccc(C)cc3)cc2)cc1	2	-2	4	-7	-0.52	2	-9	-8	-25
O=C1/C(=C/c2cccnc2)Sc2ccccc21	-3	2	-1[fluorescence artefact?]	-3	0.39	-10[fluorescence artefact?]	-4[20 µM]	17	-40
O=C(N1CCCCC1)C1(c2ccccc2)CCOCC1	-4	-18	1	-2	x	21	-13	-9	7
COc1cccc2cc(-c3ccnc(N)n3)oc12	0	6	6	-3	-1.4	10	3	-13	-10
CC1CCCC(C)N1CCNC(=O)Nc1ccc(Cl)cc1 (centres undefined)	-3	-1	0	7	0.4	-5	-7[20 µM]	-1	4
CC1=CC2CC1C1C(=O)N(c3ccc(S(=O)(=O)Nc4nc(C)cc(C)n4)cc3)C(=O)C21 (centres undefined)	-6	-9	11[fluorescence artefact?]	-6	0.58	-9[fluorescence artefact?]	-3	4	-13
Cc1cc(C)nc(NS(=O)(=O)c2ccc(NC(=O)c3ccc(N4C(=O)CCC4=O)cc3)cc2)n1	3	6	-18	2	0.89	3	-6	-6	4
Nc1nc(C(F)(F)F)c(Br)c(=O)n1N	1	0	-1	-9	x	4	-11	-9	-3
CCN(CC(=O)Nc1ccc(N2CCOCC2)cc1)C(=O)c1ccc(C#N)cc1	1	3	4	x	-0.066	-3	-27	-26	-7
CCC1CCC(C(=O)NNC(=O)c2cc(-c3ccco3)[nH]n2)CC1 (centres undefined)	-5	-3	0	-6	-3.1	-3	-25	-20	-6
CCOC(=O)c1c(C)n(CCNC(C)=O)c2ccc(OC)cc12	0	-14	-3	13	-0.34	-19	-19[20 µM]	-8	-10
COc1ccc(NC2=CC(c3ccc(F)cc3)N(c3ccc(OC)cc3)C2=O)cc1 (centres undefined)	-7	-13	3	5	-0.2	-18	-15	7	-5
CS(=O)(=O)NCCn1ccc2ccccc21	-11	-5	0	6	0.56	-9	-19	7	-7
Cc1ccc(NC(=O)/C(C#N)=C/c2ccc(C)s2)c(C)c1	2	6	-2	-35	0.039	13	-13[20 µM]	-54	-144

Part of the list above, as comma-separated lines:
SMILES,Thrombin inh,hK5 inh,eIF4E-4G inh,Rad51 HR inh,Cl transport mod,14-3-3 Bad PPI,Furin inhibitor,EBV gp42 inh,p47phox inh
COC(=O)/C=C1/N/C(=N\c2nc(C)cc(C)n2)N(c2ccccc2)C1=O,-4,-17,-2,-4,-0.45,-20,-6,-9,-28
COC(=O)CN(c1cccc(C(C)=O)c1)S(C)(=O)=O,-3,3,1,0,x,4,-28,-7,-14

Whole records, looked up by structure.
CCN(CC(=O)Nc1ccc(N2CCOCC2)cc1)C(=O)c1ccc(C#N)cc1 as listed: Thrombin inh: 1; hK5 inh: 3; eIF4E-4G inh: 4; Rad51 HR inh: x; Cl transport mod: -0.066; 14-3-3 Bad PPI: -3; Furin inhibitor: -27; EBV gp42 inh: -26; p47phox inh: -7
Nc1nc(C(F)(F)F)c(Br)c(=O)n1N as listed: Thrombin inh: 1; hK5 inh: 0; eIF4E-4G inh: -1; Rad51 HR inh: -9; Cl transport mod: x; 14-3-3 Bad PPI: 4; Furin inhibitor: -11; EBV gp42 inh: -9; p47phox inh: -3

Back to the main list, starting three compounds before the break.
SMILES	Thrombin inh	hK5 inh	eIF4E-4G inh	Rad51 HR inh	Cl transport mod	14-3-3 Bad PPI	Furin inhibitor	EBV gp42 inh	p47phox inh
COc1ccc(NC2=CC(c3ccc(F)cc3)N(c3ccc(OC)cc3)C2=O)cc1 (centres undefined)	-7	-13	3	5	-0.2	-18	-15	7	-5
CS(=O)(=O)NCCn1ccc2ccccc21	-11	-5	0	6	0.56	-9	-19	7	-7
Cc1ccc(NC(=O)/C(C#N)=C/c2ccc(C)s2)c(C)c1	2	6	-2	-35	0.039	13	-13[20 µM]	-54	-144
CC[n+]1ccc(C)c2cc(P(=O)(c3ccccc3)c3ccccc3)ccc21	1	1	14	0	-1	-2	-26	-19	-13
CC(=O)Nc1nnc(COc2ccccc2)s1	-7	1	2	0	-0.64	-7	-27	-19	-15
CC(C(=O)NCc1ccc2c(c1)OCO2)N(c1ccccc1)S(C)(=O)=O (centres undefined)	-5	5	-6	2	x	-3[fluorescence artefact?]	-6	-11	-1
CN(C)c1ccc(C(C#N)c2ccccc2)nn1 (centres undefined)	3	-4	-3	4	0.2	-11	-28	-4	-13
COCCNC(=O)C1=C(N)C(C(=O)Nc2ccc(C)c(S(=O)(=O)N3CCCCC3)c2)SC1=Nc1ccc(C)cc1C (centres undefined)	1	2	5	-2	-0.69	-20	-13[20 µM]	-5	-12
Clc1ccccc1CNc1nc2ccccc2n2cnnc12	-13	-2	4	x	0.25	-2	-16	-8	5
Cc1ccsc1C(=O)Nc1ccc(O)c(-c2nc3ccccc3s2)c1	-4	-4	7	-8	0.31	-24	-13	-18	-25
CCCC(=O)NC(=S)Nc1ccc(C(C)=O)cc1	-2	14	-2	x	-0.044	-5	-26	-4	-5
S=C(NCCc1ccccc1)Nc1ccc(Br)cn1	21	52*	1	-1	2.6	-2	-2	0	-9
O=C(CCS(=O)(=O)c1cccs1)NC1CCCCCC1	-5	15	3	-4	x	-11[fluorescence artefact?]	-19	-8	-7
O=C(O)/C(=N/NC(=O)c1ccc(Cl)cc1)c1ccccc1	-7	-3	-1	10	0.013	-7	-15	-9	3
Cc1ccc(NC(=O)CS(=O)CC(=O)NCCCc2ccccc2)cc1Cl (centres undefined)	4	6	-4	6	-1.4	6	-28[20 µM]	-4	-16
Clc1ccc(-c2nnc(NC3=NCCCCC3)o2)cc1	7	-50	4	-4	-0.29	3	-1	-16	-14
CCNC(=O)Nc1cc(OC)c(OC)cc1C(=O)O	2	5	-3	-27	0.49	5	-19	-19	-17
OCCC1CN(Cc2cn[nH]c2C2CCCCC2)CCN1Cc1ccccc1 (centres undefined)	-1	-2	1	3	0.87	-15	-9	6	5
CCOCCCNC(=S)N1CCC(C(=O)c2ccc3c(c2)OCCO3)CC1	-2	-11	-3	-15	-0.013	-3	-13	3	3
